High-throughput results from PubChem.
S1P3 antag – blocks the human S1P3 receptor; CHO S1P3 NFAT-BLA reporter, FRET fluorescence, antagonist mode; inhibition, % at 4.98 µM; 0.27% of 170,000 active; Q99500;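 active means inhibition above the plate cutoff, the mean inhibition of test wells on that plate plus 3 SD, cut at about 28% in these data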;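 further: cells challenged with S1P at its EC80 of 0.8 µM; blue over green emission ratio from cleaved BLA substrate after 4 h stimulation; 0% = S1P-stimulated wells and 100% = unstimulated DMSO-only wells; some compounds past the cut are filed as inactive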
TLR4 MyD88 comp – blocks binding of human TLR4 to MyD88; HeLa CL3-4 TLR4/MyD88 BLA complementation, FRET ratio; AID 861; O00206+Q99836; 0.18% of 200,000 active; inhibition, % at 8.4 µM; in the data active means inhibition above about 25%;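 further: 0% = vehicle and 100% = reference inhibitor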
Target sequence (O00206 whole entry, looked up): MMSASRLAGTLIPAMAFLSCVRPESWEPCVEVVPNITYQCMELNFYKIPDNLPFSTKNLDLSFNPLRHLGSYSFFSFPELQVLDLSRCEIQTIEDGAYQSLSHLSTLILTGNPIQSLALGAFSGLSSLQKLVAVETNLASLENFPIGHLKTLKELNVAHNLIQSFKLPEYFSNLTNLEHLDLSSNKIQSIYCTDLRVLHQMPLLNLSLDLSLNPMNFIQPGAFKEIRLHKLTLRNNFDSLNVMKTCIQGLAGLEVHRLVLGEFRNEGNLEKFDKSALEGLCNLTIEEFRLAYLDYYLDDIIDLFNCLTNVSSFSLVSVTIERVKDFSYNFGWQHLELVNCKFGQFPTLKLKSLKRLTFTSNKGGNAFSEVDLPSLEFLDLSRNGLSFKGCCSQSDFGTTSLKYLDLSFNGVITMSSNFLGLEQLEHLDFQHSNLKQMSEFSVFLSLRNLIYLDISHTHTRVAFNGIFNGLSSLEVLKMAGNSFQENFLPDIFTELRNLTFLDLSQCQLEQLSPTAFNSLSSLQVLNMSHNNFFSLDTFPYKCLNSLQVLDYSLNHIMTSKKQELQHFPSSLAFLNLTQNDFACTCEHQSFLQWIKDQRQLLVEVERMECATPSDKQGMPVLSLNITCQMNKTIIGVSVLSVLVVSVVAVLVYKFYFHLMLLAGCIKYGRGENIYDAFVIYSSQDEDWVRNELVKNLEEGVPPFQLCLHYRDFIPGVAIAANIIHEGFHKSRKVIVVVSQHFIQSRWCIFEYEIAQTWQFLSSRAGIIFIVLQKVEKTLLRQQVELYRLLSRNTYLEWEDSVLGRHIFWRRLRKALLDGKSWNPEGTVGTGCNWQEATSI
Target sequence (Q99836 whole entry, looked up): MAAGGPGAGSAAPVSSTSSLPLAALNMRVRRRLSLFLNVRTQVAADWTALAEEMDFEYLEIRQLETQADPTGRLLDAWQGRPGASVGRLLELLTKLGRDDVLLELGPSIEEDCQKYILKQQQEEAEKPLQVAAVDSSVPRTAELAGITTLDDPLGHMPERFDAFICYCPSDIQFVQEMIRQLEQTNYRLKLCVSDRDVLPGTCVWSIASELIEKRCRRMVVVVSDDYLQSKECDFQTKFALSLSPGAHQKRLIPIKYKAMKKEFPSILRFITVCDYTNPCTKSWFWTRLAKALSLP
RAM inhibit – blocks the yeast RAM network. S. cerevisiae dse1pr::URA3 reporter, 5-FOA growth OD615, 2 d; analog-sensitive cbk1-as2 kinase mutant strain. inhibition, % at 50 µM. 1.8% of 190,000 active. AID 868;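 active means inhibition above a set limit, 3 SD over mean compound inhibition, cut at about 8.4% in these data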;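 further: 0% = DMSO-only wells with no growth and 100% = 10 µM 1-NA-PP1 full growth; inhibition rescues growth on 5-FOA so higher OD means more RAM inhibition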
L major viab – reduces viability of Leishmania major promastigotes; resazurin fluorescence viability; 9% of 200,000 active; inhibition, % at 10 µM;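 further: promastigotes grown with compound for 44 hours at 28 °C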
PMI act satM6P – activators of human phosphomannose isomerase at near-saturating mannose 6-phosphate. P34949. coupled PMI enzyme assay, resazurin fluorescence, 20 min; active compounds read high; 1 = untreated enzyme, 0 = substrate-free blank. activation factor at 20 µM. 0.34% of 190,000 active;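 active means activation factor of 2 or more at 20 µM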
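Test system: human phosphomannose isomerase with PGI, G6PDH, diaphorase coupling enzymes; Amount: PMI at 15 ng/mL final; Reagent: Mannose-6-phosphate 1.0 mM (near-saturating) plus 0.22 mM NADP+; Timing: 20 min, room temperature; Technique: resorufin fluorescence at Ex 544/Em 590 nm; Dosing: 20 µM single dose.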
Hsp70 activator – switches on Hsp70 transcription. HeLa Hsp70 promoter luciferase reporter, luminescence; scaled: vehicle 0, proteasome-inhibitor control 100%. activation, % at 10 µM. 0.04% of 200,000 active;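 active means activation above the mean across all tested compounds plus 3 SD, cutoff set per campaign, cut at about 5.5% in these data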;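 further: 100% = MG132 at 30 µM as the positive control and 0% = DMSO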
PMI act – increases human mannose-6-phosphate isomerase activity; P34949; purified human PMI, coupled resazurin fluorescence, 20 min; active compounds read high; 1 = vehicle control, 0 substrate-free wells; activation factor at 20 µM; 0.005% of 190,000 active; AID 1214;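 active means activation factor of 2 or more at 20 µM, relative to plate controls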
G6PDH CS – counter-screen for G6PDH assay hits: L. mesenteroides G6PDH inhibition; AID 1020; 0.12% of 200,000 active; inhibition, % at 5 µM; Purified L. mesenteroides G6PDH, diaphorase/resazurin coupled fluorescence, 45 min
Redox H2O2 prof – compounds producing H2O2 with reducing agent – biochemical, NIH compound library profiling, artefact control for MLSCN library redox annotation, primary screen; activation, % at 10 µM; AID 878; 0.03% of 200,000 active; DTT-dependent redox cycling H2O2, phenol red/HRP absorbance; 100% = 100 µM peroxide control, 0% = buffer;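 active means activation of at least 50% relative to the plate's high and low controls in the primary single-dose screen; inactive means activation below 50%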;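 further: compound incubated with DTT at 0.8 mM final as the reducing agent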
Diaphorase inh – counter-screen for diaphorase-based assays: diaphorase inhibitors and chemical oxidizers; diaphorase resazurin-to-resorufin fluorescence, NADH, 16 min; bacterial (C. kluyveri) enzyme, not human; inhibition, % at 20 µM; 0.69% of 190,000 active;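 active means primary screen inhibition at 20 µM above a set limit, cut at about 50% in these data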;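 further: plate controls were DMSO with full reaction for no effect and wells lacking NADH for full effect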
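Assay system: diaphorase enzyme from Clostridium kluyveri. Quantity: enzyme working solution with 0.14 U/mL diaphorase. Schedule: reaction incubation of 16 min at room temperature. Technique: resorufin fluorescence, excitation 544 nm, emission 590 nm. Controls: No-NADH positive control and DMSO neutral control.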
Diaphorase act – activates diaphorase or chemically reduces, flagging diaphorase assay artifacts; activation factor at 20 µM; Diaphorase/resazurin coupled assay, resorufin fluorescence, 16 min; active compounds read high; 1 = vehicle wells, 0 = NADH-free wells; 0.005% of 190,000 active;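 active means diaphorase activity raised at least twofold by the compound at 20 µM; inactive means activation factor below 2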
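Test system: Clostridium kluyveri diaphorase, purified enzyme. Buffer or medium: 50 mM HEPES pH 7.4 buffer plus MgCl2 and Tween 20. Also added: 0.114 mM NADH and 0.1 mM resazurin, final amounts. Dosing: compound 20 µM once, DMSO 1%. Schedule: 16 min enzyme reaction, ambient temperature. Detection: fluorescence of resorufin, 544 nm excitation, 590 nm emission.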
Numbers without * were called inactive; nt = not tested or not shown. Unless noted, no stated cut-off is given here; in the data, active means inhibition above about 50%; inactive means the rest.

SMILES	S1P3 antag	TLR4 MyD88 comp	RAM inhibit	L major viab	PMI act satM6P	Hsp70 activator	PMI act	G6PDH CS	Redox H2O2 prof	Diaphorase inh	Diaphorase act
CCOc1ccc(/C=N/NC(=O)CC(=O)NCc2ccccc2)cc1	-13	9	2.5	-8	0.9	-0.3	0.9	11	-0.2	16	0.8
COC(=O)c1cc(OC)c(OC)cc1NC(=O)c1cc(-c2ccccc2)nc2ccccc12	nt	2	0.0	-3	0.9	0.1	0.9	-6	0.3	23	0.8
COc1ccc(CNC(=O)C2Cc3ccccc3CN2C(=O)c2ccco2)cc1 (stereo unspecified)	9	-5	2.7	-6	1	-0.3	1.1	1	-1.6	4	1
CC(=O)c1ccc(NC2c3ncccc3C(=O)N2Cc2ccc(F)cc2)cc1 (stereo unspecified)	-6	4	-0.5	0	1	0.1	0.9	4	-5.7	2	1
CCOC(=O)C1(C(=O)OCC)C(c2ccccc2)CC(O)N1C(C)=O (stereo unspecified)	-10	-9	0.5	-2	1	0.0	1	0	0.0	8	0.9
COc1ccc(NC(=O)CSc2nnc(CCC(=O)Nc3ccc(C)c(Cl)c3)n2C)cc1	nt	-6	0.7	-3	0.9	0.0	0.9	-15	-0.8	13	0.9
C=CCn1c(CC(C)(C)C)nc2ccccc21	-10	-5	-0.2	32	0.8	-0.2	1	13	-0.8	11	0.9
CC(C)c1cccc(C(C)C)c1NC(=O)COC(=O)c1ccc(OCC(=O)Nc2cccc(C(F)(F)F)c2)cc1	20	-8	2.3	2	0.9	-0.2	1	-1	-0.3	30	0.7
CC(C)(C)c1ccc(C(=O)NC(Cc2ccccc2)C(=O)O)cc1 (stereo unspecified)	nt	-12	-0.3	-5	0.9	-0.1	0.9	3	4.2	11	0.9
COc1cc(N2CCOCC2)ncn1	-14	3	1.8	-4	1.1	-0.5	1.1	2	2.0	8	0.9
COc1ccc(NC(=S)N(CCc2nc3cc(C)c(C)cc3[nH]2)Cc2cccnc2)cc1	nt	6	-0.5	90*	1	-0.4	0.8	2	-7.4	6	0.9
O=C1C2C3CCCC3=C3CCCC3C2C(=O)N1c1cccc(Cl)c1 (stereo unspecified)	6	2	2.5	0	0.9	0.0	1	-6	2.4	18	0.8
COc1cc(C(=O)Nc2ccc(C#N)cc2)c([N+](=O)[O-])cc1OC	7	5	2.2	45	0.7	-0.3	1	11	0.7	7	0.9
CN(CCC#N)S(=O)(=O)c1ccc2[nH]cc(C(=O)NCCc3ccccc3)c(=O)c2c1	-3	-14	7.0	-8	1.1	-0.1	1	-4	0.6	19	0.8
CC(C)(C)C(=O)COC(=O)C1CC(=O)N(c2ccccc2)C1 (stereo unspecified)	-17	-1	0.9	-2	1	-0.4	1	0	0.3	0	1
COC(=O)[C@H](Cc1ccccc1)NC(=O)NCc1cccs1	nt	-5	0.9	7	1	0.0	1	-1	1.5	7	0.9
CCCCC(=O)Nc1cc([N+](=O)[O-])ccc1Cl	-1	5	1.4	34	1.1	0.2	1.1	13	-0.5	7	0.9
COc1cc(OC)cc(C(=O)N[C@H](C(=O)OCC(=O)Nc2ccc(C)cc2C)C(C)C)c1	-22	2	1.9	3	1	-0.2	0.9	2	-0.6	9	0.9
COc1ccccc1NCc1ccc([N+](=O)[O-])s1	15	5	0.3	60*	0.9	-0.3	1.2	5	-0.3	15	0.8
N#Cc1c(N)nc2c(c1N)CC(CCl)O2 (stereo unspecified)	-9	-11	1.2	57*	0.8	0.0	1	8	nt	-1	1
Cc1csc(NC(=O)CSc2ncc(-c3ccccc3)[nH]2)n1	-20	-4	2.0	2	1.1	0.0	0.9	-1	0.1	8	0.9
Cc1ccccc1C1CC(=O)NC2=C1C(=O)CCC2 (stereo unspecified)	-17	6	0.9	-4	1.1	0.1	1.1	3	1.0	-17	1.2
CCC(CC)C(=O)N1CC(=O)Nc2ccc(Br)cc2C1c1ccccc1 (stereo unspecified)	nt	0	1.2	15	0.9	-0.4	1	-3	-0.6	7	0.9
COc1ccc(S(=O)(=O)NCC2CCCN(C(=O)c3ccccc3)C2)cc1 (stereo unspecified)	-3	5	-0.1	-3	1	-0.3	1	13	-0.1	-8	1.1
COC(=O)c1cc(NC(=O)Cc2cc(OC)c(OC)c(OC)c2)cc(C(=O)OC)c1	-3	6	1.1	2	1.1	-0.5	1.1	6	-0.1	16	0.8
C/C(CC(=O)NC(C)(C)C)=N\NC(=O)c1ccco1	4	5	0.4	-7	1.2	-0.3	1.2	-6	0.6	4	1
O=C(CCCc1nc2ccccc2s1)Nc1ccc(N2CCOCC2)cc1	-16	-8	1.4	9	1	-0.1	1	1	-1.9	6	0.9
COc1ccc(C(C)(C)C)cc1NC(=O)COC(=O)C(C)C	13	-7	-0.9	1	1	-0.1	1	0	-0.1	8	0.9
O=S(=O)(c1ccc(Cl)cc1)N1CCCC(C(F)(F)F)C1 (stereo unspecified)	-5	17	5.6	-3	0.9	-0.2	0.9	2	0.6	10	0.9
CCOc1ccc(N2CC(C(=O)NCc3cccc(C)c3)CC2=O)cc1 (stereo unspecified)	-17	6	0.1	-5	1	0.0	1	6	-0.3	-5	1.1
COc1ccc(CNc2nc(NCc3ccc(OC)c(OC)c3)n(C(=O)c3cccs3)n2)cc1OC	nt	-5	4.0	97*	0.9	0.2	0.8	1	0.0	25	0.7
Cc1ccc(-c2nnc(-c3ccccc3)o2)cc1	nt	-1	3.2	-3	1	-0.3	1	0	0.8	2	1
CC(/C=C/C=C/c1ccccc1)=N/NC(=O)CNc1ccccc1C	-7	-1	6.7	-3	1	-0.3	1	0	0.2	7	0.9
Cn1cccc1Cc1nnc(SCC(=O)NCc2ccco2)n1CCc1ccccc1	-22	-2	2.8	-3	0.9	-0.6	0.8	-7	-0.6	22	0.8
COC(=O)c1cc(C(=O)Nc2cccc(C)n2)cc([N+](=O)[O-])c1	nt	-1	1.2	-1	1	-0.6	0.9	-36	-1.6	6	0.9
O=C1CC(c2ccco2)CC(O)=C1C=NCC1CCNCC1 (stereo unspecified)	13	-27	0.1	0	0.5	-0.4	0.8	4	-3.7	16	0.8
COc1cc(CNn2cn[nH]c2=S)cc(Br)c1OCc1ccccc1F	-23	-7	-0.6	9	1	-0.3	0.9	3	-0.3	25	0.7
CS(=O)(=O)c1ccc(C(=O)NCc2ccccc2F)cc1	-3	-1	1.0	-5	1.1	0.1	1.1	2	-0.3	0	1
CCOc1ccc(N2C(=O)CC(N3CCC(NC(=O)Nc4ccccc4)CC3)C2=O)cc1 (stereo unspecified)	-8	-2	-0.1	-6	1	-0.3	0.9	2	0.8	20	0.8
CSC1=C(C#N)C(c2sccc2C)CC(=O)N1 (stereo unspecified)	-2	3	3.1	-3	0.8	0.0	1	6	1.4	-11	1.1

Next section, overlapping the part above by two compounds.
SMILES	S1P3 antag	TLR4 MyD88 comp	RAM inhibit	L major viab	PMI act satM6P	Hsp70 activator	PMI act	G6PDH CS	Redox H2O2 prof	Diaphorase inh	Diaphorase act
CCOc1ccc(N2C(=O)CC(N3CCC(NC(=O)Nc4ccccc4)CC3)C2=O)cc1 (stereo unspecified)	-8	-2	-0.1	-6	1	-0.3	0.9	2	0.8	20	0.8
CSC1=C(C#N)C(c2sccc2C)CC(=O)N1 (stereo unspecified)	-2	3	3.1	-3	0.8	0.0	1	6	1.4	-11	1.1
CCOC(=O)c1cc2c(=O)n3cccc(C)c3nc2n(Cc2ccccc2Cl)c1=N	25	nt	nt	nt	0.9	nt	0.9	14	nt	22	0.8
CCOc1ccc(S(=O)(=O)Nc2ccc(S(=O)(=O)Nc3cc(OC)ccc3OC)cc2)cc1	nt	-4	2.3	0	0.9	-0.1	0.9	-3	-0.1	24	0.8
O=C(C(c1ccccc1)c1ccccc1)N1CCOCC1	-14	-5	-0.1	0	0.9	-0.6	0.9	16	0.2	16	0.8
CC(NC(=O)/C(=C\c1cccc([N+](=O)[O-])c1)NC(=O)c1ccco1)C(=O)O (stereo unspecified)	nt	6	-0.9	-9	1	0.2	1.1	1	-4.0	22	0.8
COc1ccc(-c2oc3c(OC)c(OC)c(OC)c(O)c3c(=O)c2OC)cc1OC	-8	-7	-0.6	-4	1.1	-0.2	0.9	17	-1.7	36	0.6
CCN(Cc1nc(-c2ccc(Cl)cc2)no1)CC1CCCO1 (stereo unspecified)	-34	-2	0.9	4	0.9	0.4	0.9	7	-1.0	-8	1.1
N/C(Cc1nc(-c2ccc(Br)cc2)cs1)=N\O	-10	8	-0.6	-5	0.9	0.0	1	4	0.0	1	1
CC1=C(C(=O)OCc2ccccc2)C(c2ccc(C#N)cc2)NC(=O)N1CCCC(=O)O (stereo unspecified)	-6	-6	5.7	-7	1.1	-0.3	1.1	7	0.9	2	1
O=C(Cn1cc(C(=O)COc2ccccc2)c2ccccc21)NCc1ccco1	12	-15	0.6	7	1	-0.2	0.9	3	1.2	7	0.9
C#CCNC(=O)C1=C[C@H](c2ccc3c(c2)OCO3)[C@@H](CCCO)[C@H](OCC)O1	-25	-8	1.4	-11	0.9	0.1	0.9	1	-1.1	16	0.8
CC1=CS/C(=C(/C#N)C(=O)N2CCCCC2)N1c1ccccc1	14	-4	0.9	2	1	-0.4	1	0	1.6	14	0.9
COc1ccc(/C(O)=C2/C(=O)C(=O)N(CCN(C)C)C2c2ccc(C)cc2)cc1Cl (stereo unspecified)	-4	3	1.9	-7	1.1	0.0	1.1	6	-0.4	1	1
COc1ccc(NC(=S)NN2C(C)CCCC2C)cc1 (stereo unspecified)	-5	-8	0.6	-3	1.1	-0.3	1	-4	0.0	10	0.9

One compound at a time, from the list above.
Listed for O=C(C(c1ccccc1)c1ccccc1)N1CCOCC1 = S1P3 antag = -14; TLR4 MyD88 comp = -5; RAM inhibit = -0.1; L major viab = 0; PMI act satM6P = 0.9; Hsp70 activator = -0.6; PMI act = 0.9; G6PDH CS = 16; Redox H2O2 prof = 0.2; Diaphorase inh = 16; Diaphorase act = 0.8
Listed for O=C(Cn1cc(C(=O)COc2ccccc2)c2ccccc21)NCc1ccco1 = S1P3 antag = 12; TLR4 MyD88 comp = -15; RAM inhibit = 0.6; L major viab = 7; PMI act satM6P = 1; Hsp70 activator = -0.2; PMI act = 0.9; G6PDH CS = 3; Redox H2O2 prof = 1.2; Diaphorase inh = 7; Diaphorase act = 0.9
